APJ antag = APJ receptor antagonism; P35414; CHO-K1 APJ beta-arrestin complementation, luminescence; inhibition, % at 20 µM; hit rate 0.32% among 330,000; AID 2521;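 active means inhibition above about 40% at 20 µM, limit read from the data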;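 further: cells challenged with 10 nM apelin-13 agonist together with compound; plate controls were apelin-13 plus DMSO wells for no effect and DMSO wells lacking apelin-13 for full effect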
Target sequence (P35414 whole entry, looked up): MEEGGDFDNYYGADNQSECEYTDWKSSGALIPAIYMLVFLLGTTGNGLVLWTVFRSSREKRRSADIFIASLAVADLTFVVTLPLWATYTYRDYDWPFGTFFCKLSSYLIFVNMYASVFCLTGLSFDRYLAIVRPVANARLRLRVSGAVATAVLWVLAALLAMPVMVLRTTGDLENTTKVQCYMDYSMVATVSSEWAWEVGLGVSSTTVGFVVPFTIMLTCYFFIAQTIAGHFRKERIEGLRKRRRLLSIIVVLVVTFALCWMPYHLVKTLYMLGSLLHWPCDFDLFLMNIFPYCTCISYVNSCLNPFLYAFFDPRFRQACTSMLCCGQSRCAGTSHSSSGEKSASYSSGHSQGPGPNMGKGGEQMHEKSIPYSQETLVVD
EBI2 antag = blocks human EBI2 receptor beta-arrestin signaling; hit rate 0.81% among 360,000; inhibition, % at 5 µM; EBI2 beta-arrestin recruitment, luminescence, 7a,25-OHC stimulated; AID 651636; in the data active means inhibition above about 38%;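 further: enzyme fragment complementation signal reports receptor beta-arrestin coupling in cells; 0% = agonist plus DMSO wells and 100% = wells without agonist; some results beyond the cut were filed as inactive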
Target sequence (P32249 whole entry, looked up, the tested form may be a part): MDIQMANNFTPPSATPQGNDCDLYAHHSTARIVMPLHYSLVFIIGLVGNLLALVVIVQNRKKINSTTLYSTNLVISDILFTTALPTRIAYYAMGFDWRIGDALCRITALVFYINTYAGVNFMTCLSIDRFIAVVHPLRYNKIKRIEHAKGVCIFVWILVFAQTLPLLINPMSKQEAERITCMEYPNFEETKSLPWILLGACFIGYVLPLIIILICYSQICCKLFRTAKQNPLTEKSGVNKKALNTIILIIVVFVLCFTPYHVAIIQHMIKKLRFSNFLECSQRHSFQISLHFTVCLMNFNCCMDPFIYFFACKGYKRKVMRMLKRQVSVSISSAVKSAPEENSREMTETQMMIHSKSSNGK
CCR6 antagonist = blocks CCL20-driven beta-arrestin recruitment at human CCR6 | hit rate 0.49% among 340,000 | inhibition, % at 20 µM | P51684 | CHO-K1 CCR6 PathHunter beta-arrestin, luminescence, CCL20-stimulated;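 active means compounds whose inhibition of the agonist-driven luminescence signal at 20 µM reaches about 50%, limit read from the data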;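 further: cells stimulated with CCL20 at 14 nM final; plate controls were DMSO with CCL20 for no effect and DMSO without agonist for full effect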
Target sequence (P51684 whole entry, looked up): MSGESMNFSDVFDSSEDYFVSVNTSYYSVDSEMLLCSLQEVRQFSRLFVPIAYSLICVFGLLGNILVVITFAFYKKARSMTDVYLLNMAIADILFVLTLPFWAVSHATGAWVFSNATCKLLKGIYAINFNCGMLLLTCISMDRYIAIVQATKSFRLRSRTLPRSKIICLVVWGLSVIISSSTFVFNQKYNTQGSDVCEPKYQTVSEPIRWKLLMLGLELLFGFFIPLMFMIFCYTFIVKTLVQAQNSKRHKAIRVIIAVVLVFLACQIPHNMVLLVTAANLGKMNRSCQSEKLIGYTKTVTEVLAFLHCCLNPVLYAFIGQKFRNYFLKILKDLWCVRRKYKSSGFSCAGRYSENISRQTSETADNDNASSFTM
CXCR6 inh = CXCR6 (human) receptor inhibition; CHO-K1 PathHunter CXCR6 beta-arrestin, luminescence; inhibition, % at 20 µM; hit rate 0.36% among 360,000; AID 602244; in the data active means inhibition above about 34%, passing the limit was not always enough;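 further: antagonist mode with CXCL16 agonist at 10 nM final; 0% = 10 nM CXCL16 with DMSO and 100% = unstimulated wells without agonist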
UBC13 inh = human UBC13 polyubiquitination inhibition; P61088; hit rate 0.47% among 330,000; UBC13 polyubiquitin chain formation, TR-FRET; AID 485273; inhibition, % at 20 µM; in the data active means inhibition above about 45%, passing the limit was not always enough
697 NFkB inh = inhibitors of the PMA/ionomycin-induced NF-kB reporter in 697 B cells. 697 B-cell NF-kB luciferase reporter, 16 h. inhibition, % at 4 µM. hit rate 0.33% among 330,000. AID 435022; in the data active means inhibition above about 35%
Gli-Sufu block = blocks Gli-Sufu signaling in a luciferase reporter. inhibition, % at 5 µM. hit rate 0.74% among 340,000. Sufu-KO-LIGHT fibroblasts, Gli luciferase reporter luminescence. AID 588413;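 active means inhibition above about 55%, limit read from the data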;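 further: 0% = DMSO-treated cells and 100% = wells with medium but no cells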
Jurkat NFkB inh = lowers PMA/ionomycin-induced NF-kB signal in Jurkat cells | PMA/ionomycin-induced NF-kB luciferase reporter, luminescence | inhibition, % at 4 µM | hit rate 0.53% among 330,000 | AID 435003; in the data active means inhibition above about 50%
Numbers without * were called inactive; . = no result given. Compounds as they come; overall some 3% were active at least once.

Abbreviations: A = APJ antag; B = EBI2 antag; C = CCR6 antagonist; D = CXCR6 inh; E = UBC13 inh; F = 697 NFkB inh; G = Gli-Sufu block; H = Jurkat NFkB inh
S=C(NCc1ccccc1)N1CCc2ccccc2C1
  A: 8; B: 6; C: -5; D: 0; E: 4; F: -22; G: -4; H: 6
CCn1nc(C(=O)NNC(=O)C(Cc2ccccc2)NC(N)=O)c2ccccc2c1=O (stereo unspecified)
  A: 14; B: -7; C: 3; D: -6; E: -8; F: 21; G: 4; H: 11
COc1ccc(N2CC(C(=O)Nc3nc(-c4ccccc4)c(C(C)=O)s3)CC2=O)c(OC)c1 (stereo unspecified)
  A: 5; B: -2; C: 7; D: 0; E: -9; F: -1; G: -4; H: 7
CC(OC(=O)Cc1c[nH]c2ccccc12)C(=O)c1ccccc1 (stereo unspecified)
  A: 5; B: -6; C: 3; D: -5; E: 5; F: 2; G: 9; H: -2
Cc1ccc2oc(C(Cl)(Cl)Cl)cc(=O)c2c1
  A: -28; B: -14; C: -20; D: -11; E: 5; F: -4; G: 43; H: 49
OC/C(Br)=C(\Br)CO
  A: 4; B: 5; C: -8; D: -1; E: -2; F: 7; G: -1; H: 5
CCCC(c1nnnn1Cc1ccc(F)cc1)N1CCN(C)CC1 (stereo unspecified)
  A: 12; B: -5; C: 9; D: 1; E: 1; F: -6; G: 3; H: -24
Cc1cccc(Cn2nc(C)cc2NC(=O)CCCn2ccc([N+](=O)[O-])n2)c1
  A: 10; B: 7; C: 17; D: -3; E: -3; F: -29; G: -3; H: -10
Cc1c(N2C(=O)c3ccccc3C2(O)c2ccccc2)c(=O)n(-c2ccccc2)n1C (stereo unspecified)
  A: 11; B: -7; C: 10; D: -5; E: -11; F: 6; G: 4; H: -1
CCN(CC)C(=O)Cn1c(=O)n(CCCC(=O)NCc2ccc3c(c2)OCO3)c(=O)c2sccc21
  A: -14; B: 12; C: 3; D: 4; E: 4; F: 11; G: -26; H: -17
O=C(CCNS(=O)(=O)c1ccc(OC(F)(F)F)cc1)Nc1cccc(S(=O)(=O)N2CCCC2)c1
  A: .; B: 6; C: 14; D: 2; E: .; F: .; G: -31; H: .
Cc1ccc(S(=O)(=O)Oc2ccc(/C=C3/C(=N)N4C(=NC3=O)SN=C4S(C)(=O)=O)cc2)cc1
  A: 21; B: -3; C: 11; D: 9; E: -20; F: 9; G: 6; H: -12
Cn1c(N)c(Sc2ccc(F)cc2)c(=O)n(C)c1=O
  A: 19; B: -5; C: 16; D: -3; E: 3; F: -1; G: -11; H: 6
Cn1c(SCc2ccc([N+](=O)[O-])cc2)nnc1-c1cccnc1
  A: 15; B: 6; C: 0; D: 6; E: -12; F: -26; G: 31; H: -11
Cc1ccc(S(=O)(=O)/N=C(/c2ccccc2)N(C)C)c(C)c1
  A: 1; B: -8; C: -2; D: 5; E: 2; F: 13; G: -2; H: -15
CCOc1ccc2[nH]cc(S(=O)(=O)c3ccc(C)cc3)c(=O)c2c1
  A: 9; B: -2; C: -2; D: -3; E: 3; F: -3; G: 2; H: 2
O=C(NC1CCCc2ccccc21)C1CCCN(S(=O)(=O)c2cnc[nH]2)C1 (stereo unspecified)
  A: -8; B: -5; C: 8; D: -7; E: 1; F: 2; G: -1; H: 3
Cc1ccc2cc(S(=O)(=O)NCCCN3CCOCC3)ccc2c1
  A: 3; B: 6; C: -3; D: -9; E: 5; F: 9; G: 19; H: 19
CCN(CC)S(=O)(=O)c1ccc2c(c1)N(CC(=O)N1CCC(C(N)=O)CC1)C(=O)CO2
  A: -21; B: -5; C: 5; D: 7; E: -6; F: -1; G: -8; H: -22
CCC(C)NC(=O)C1CCCN1S(=O)(=O)c1ccc(Cl)cc1 (stereo unspecified)
  A: 18; B: -1; C: 3; D: 3; E: -1; F: 21; G: 3; H: 21
O=C(NC1=NCCS1)C1CCCCC1
  A: 14; B: 1; C: 6; D: -5; E: 4; F: -1; G: -1; H: 5
c1coc(-c2nn3c(Cn4nnc5ccccc54)nnc3s2)c1
  A: 10; B: -3; C: 4; D: 1; E: 2; F: 8; G: 3; H: -1
COc1ccccc1/C=C/C(=O)NC(=S)Nc1ccccn1
  A: -4; B: -15; C: 0; D: 14; E: -8; F: -165; G: -17; H: -114
C=C1CCN([C@@H](C)C(=O)OCc2ccc(C)cc2)S(=O)(=O)c2ccccc21
  A: -39; B: 5; C: 20; D: -3; E: 2; F: 0; G: -2; H: 14
Cc1cccc(C2c3[nH]c4ccccc4c3CCN2C(=O)CN2CCOC2=O)n1 (stereo unspecified)
  A: 15; B: -5; C: 6; D: -12; E: -4; F: 4; G: 2; H: -7

Later entries.
Abbreviations: A = APJ antag; B = EBI2 antag; C = CCR6 antagonist; D = CXCR6 inh; E = UBC13 inh; F = 697 NFkB inh; G = Gli-Sufu block; H = Jurkat NFkB inh
COc1ccc(CNCCS(=O)(=O)NCc2ccccc2)cc1
  A: .; B: -6; C: 1; D: -4; E: .; F: .; G: 7; H: .
CC1CC(=O)Nc2ccccc2N1C(=O)COc1cc(Cl)ccc1Cl (stereo unspecified)
  A: 18; B: -1; C: 12; D: -3; E: 11; F: 14; G: -1; H: -4
Cc1cccc(OCC(=O)OCC(=O)N2CCCc3ccccc32)c1C
  A: 27; B: 6; C: 13; D: -1; E: 5; F: 8; G: -1; H: -1
CC(NC(=O)CNC(=S)N(Cc1cccs1)C1CCCC1)c1ccccc1 (stereo unspecified)
  A: 1; B: 14; C: 10; D: 0; E: -8; F: 2; G: 14; H: 2
COC(=O)c1sccc1NC(=O)CSc1ccccc1NS(=O)(=O)c1ccc(F)cc1
  A: -7; B: 3; C: 0; D: 4; E: -6; F: -10; G: 9; H: -2
CC(=O)NCCc1cc2cc(C)c(C)cc2[nH]c1=O
  A: -5; B: -1; C: 6; D: -8; E: 0; F: 10; G: 15; H: 13
Cc1ccc(NC=C(S(=O)(=O)c2ccccc2)S(=O)(=O)c2ccccc2)c(C)c1
  A: 4; B: -40; C: 17; D: 1; E: 6; F: 21; G: 5; H: -22
Cc1cc(C)c(NC(=O)CN(C)S(=O)(=O)c2ccc3c(c2)n(C)c(=O)c(=O)n3C)c(C)c1
  A: -31; B: 1; C: 2; D: -6; E: 10; F: 23; G: -3; H: 14
COc1ccc(C2N(Cc3ccccc3)CCN2Cc2ccccc2)cc1[N+](=O)[O-]
  A: 14; B: -7; C: 9; D: 3; E: 8; F: 18; G: 14; H: -11
Cc1ccc(C(C)C)c(OCC(=O)Nc2cccc(S(=O)(=O)NC3=NCCCCC3)c2)c1
  A: -35; B: 10; C: -8; D: 0; E: -13; F: -60; G: -13; H: -19
Cc1cccc(C)c1N=Nc1c(C)cc(O)cc1C
  A: 19; B: 3; C: 18; D: 9; E: 1; F: -15; G: -12; H: -15
O=C(O)Cn1nnc2ccccc21
  A: -32; B: 12; C: 3; D: -2; E: -10; F: -16; G: 0; H: -13
Cc1ccc(Cn2ccsc2=NC(=O)COC(=O)c2ccc(O)cc2O)cc1
  A: -10; B: 6; C: -11; D: -6; E: 3; F: -34; G: 3; H: -2
COc1ccc(-c2nc(SCC(=O)Nc3nccs3)c(-c3ccc(Cl)cc3)[nH]2)cc1
  A: 11; B: 10; C: 5; D: -2; E: -19; F: -28; G: -7; H: -31
Cc1cc([N+](=O)[O-])nn1CC(=O)NC1CCCCC1
  A: 9; B: -1; C: 10; D: 3; E: 8; F: 3; G: -2; H: 7
Cc1c(N)cccc1-c1nc2ccccc2[nH]1
  A: -3; B: -11; C: -2; D: -4; E: 6; F: -10; G: -31; H: -21
COc1cc(-c2cc(C(=O)NCc3ccco3)c3ccccc3n2)cc(OC)c1OC
  A: -11; B: -4; C: -7; D: -2; E: 13; F: 9; G: 5; H: -8
CCc1noc(C)c1C(=O)NNC(=O)c1ccc(N(CC)CC)cc1
  A: 12; B: -5; C: -3; D: 2; E: 10; F: 5; G: -2; H: -2
CCCCCOC(=O)NCCOC(=O)Nc1ccc(C(=O)OCC)cc1
  A: 13; B: 15; C: -7; D: 0; E: -24; F: -5; G: 5; H: 7
CCOC(=O)c1c2c3c(c(Cl)ccc3[nH]c1=O)C(=O)c1ccccc1-2
  A: -52; B: -14; C: -8; D: -8; E: 40; F: -10; G: 11; H: 4
Cc1cccc(NC(=O)CSc2nnc(NC(=O)CN3CCOCC3)s2)c1
  A: -3; B: 8; C: 12; D: -9; E: 4; F: 13; G: -6; H: -1
CC1=C(O)C(=O)OC1c1c(Cl)cccc1Cl (stereo unspecified)
  A: -5; B: -6; C: 1; D: 0; E: 1; F: 17; G: 7; H: 4
CN(CCOc1ccccc1)CC(O)COc1ccccc1 (stereo unspecified)
  A: 11; B: 3; C: 4; D: 6; E: -1; F: -10; G: 2; H: -13
CCCC(C(=O)NCCC(C)C)N(Cc1ccc(F)cc1)C(=O)c1snc(C(N)=O)c1N (stereo unspecified)
  A: 20; B: 9; C: 15; D: 8; E: 7; F: 11; G: 4; H: 8
Cn1c(=O)c2c(nc(CN3CCN(Cc4ccccc4)CC3)n2Cc2cccc(Cl)c2)n(C)c1=O
  A: -2; B: 11; C: 4; D: 18; E: 26; F: -25; G: 16; H: -20

Additional structures.
Abbreviations: A = APJ antag; B = EBI2 antag; C = CCR6 antagonist; D = CXCR6 inh; E = UBC13 inh; F = 697 NFkB inh; G = Gli-Sufu block; H = Jurkat NFkB inh
CC(=O)N1CC(=O)N=C1SCC(=O)Nc1nc(-c2ccccc2)c(-c2ccccc2)s1
  A: 5; B: 17; C: 15; D: -1; E: 5; F: 23; G: 2; H: 2
Cc1ccc(NC(=O)C2CCCNC2=O)nc1 (stereo unspecified)
  A: 2; B: 6; C: -20; D: 3; E: 5; F: -17; G: 3; H: -6
COc1cccc(NC(=O)[C@H](NC(=O)[C@@H]2Cc3ccccc3CN2)c2ccccc2)c1
  A: -7; B: 2; C: 10; D: 9; E: 10; F: -18; G: 29; H: -22
O=C(CSc1nnc(C2CCCCC2)n1Cc1ccccc1)NCc1ccco1
  A: 5; B: 9; C: 27; D: 4; E: 0; F: -1; G: 4; H: 8
CCSc1nc(=S)n(Cc2ccccc2)c(C)c1C(C)=O
  A: 13; B: -10; C: 19; D: 6; E: 4; F: -10; G: -4; H: 7
CC1(C)OCC(COC(=O)Nc2cccnc2)([N+](=O)[O-])CO1
  A: -3; B: 8; C: -5; D: -13; E: 6; F: 19; G: 3; H: -13

Quoted from above, 11 compounds:
Abbreviations: A = APJ antag; B = EBI2 antag; C = CCR6 antagonist; D = CXCR6 inh; E = UBC13 inh; F = 697 NFkB inh; G = Gli-Sufu block; H = Jurkat NFkB inh
Cc1cccc(NC(=O)CSc2nnc(NC(=O)CN3CCOCC3)s2)c1
  A: -3; B: 8; C: 12; D: -9; E: 4; F: 13; G: -6; H: -1
CC1=C(O)C(=O)OC1c1c(Cl)cccc1Cl (stereo unspecified)
  A: -5; B: -6; C: 1; D: 0; E: 1; F: 17; G: 7; H: 4
CN(CCOc1ccccc1)CC(O)COc1ccccc1 (stereo unspecified)
  A: 11; B: 3; C: 4; D: 6; E: -1; F: -10; G: 2; H: -13
CCCC(C(=O)NCCC(C)C)N(Cc1ccc(F)cc1)C(=O)c1snc(C(N)=O)c1N (stereo unspecified)
  A: 20; B: 9; C: 15; D: 8; E: 7; F: 11; G: 4; H: 8
Cn1c(=O)c2c(nc(CN3CCN(Cc4ccccc4)CC3)n2Cc2cccc(Cl)c2)n(C)c1=O
  A: -2; B: 11; C: 4; D: 18; E: 26; F: -25; G: 16; H: -20
CC(=O)N1CC(=O)N=C1SCC(=O)Nc1nc(-c2ccccc2)c(-c2ccccc2)s1
  A: 5; B: 17; C: 15; D: -1; E: 5; F: 23; G: 2; H: 2
Cc1ccc(NC(=O)C2CCCNC2=O)nc1 (stereo unspecified)
  A: 2; B: 6; C: -20; D: 3; E: 5; F: -17; G: 3; H: -6
COc1cccc(NC(=O)[C@H](NC(=O)[C@@H]2Cc3ccccc3CN2)c2ccccc2)c1
  A: -7; B: 2; C: 10; D: 9; E: 10; F: -18; G: 29; H: -22
O=C(CSc1nnc(C2CCCCC2)n1Cc1ccccc1)NCc1ccco1
  A: 5; B: 9; C: 27; D: 4; E: 0; F: -1; G: 4; H: 8
CCSc1nc(=S)n(Cc2ccccc2)c(C)c1C(C)=O
  A: 13; B: -10; C: 19; D: 6; E: 4; F: -10; G: -4; H: 7
CC1(C)OCC(COC(=O)Nc2cccnc2)([N+](=O)[O-])CO1
  A: -3; B: 8; C: -5; D: -13; E: 6; F: 19; G: 3; H: -13

Screening results deposited in PubChem by Sanford-Burnham Center for Chemical Genomics.
